GAA glycogen mod = qHTS Assay for Inhibitors and Activators of Human alpha-Glucosidase Cleavage of Glycogen | Lysosomal alpha-glucosidase (Homo sapiens), P10253 | recombinant GAA, glycogen substrate, Amplex Red glucose oxidase fluorescence | Potency, µM (titrated, usually from 76.4 µM), without a hit: top-dose activity change, negative = inhibition, usual class: inhibitors | 300,000 tested, 0.38% active | AID 2100, 2009;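 note: 0% = full enzyme reaction and -100% = no-enzyme basal signal; the screen sought inhibitors and activators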
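Recombinant human enzyme (4 nM); glycogen substrate; 37 C, 40 min, pH 5.0. Readout: coupled glucose oxidase/Amplex Red fluorescence.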
GLA spleen mod = qHTS Assay for Inhibitors and Activators of Human alpha-Galactosidase From Spleen Homogenate; human spleen homogenate, 4MU-alpha-Gal fluorescence, 40 min; Potency, µM (highest dose often 80 µM), without a hit: at the highest dose activity change, negative = inhibition, most hits filed as inhibitors; 240,000 tested, 0.008% active;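 note: 0% = enzyme with vehicle and -100% = no enzyme basal signal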
Target sequence (P06280 32-429 limits assumed): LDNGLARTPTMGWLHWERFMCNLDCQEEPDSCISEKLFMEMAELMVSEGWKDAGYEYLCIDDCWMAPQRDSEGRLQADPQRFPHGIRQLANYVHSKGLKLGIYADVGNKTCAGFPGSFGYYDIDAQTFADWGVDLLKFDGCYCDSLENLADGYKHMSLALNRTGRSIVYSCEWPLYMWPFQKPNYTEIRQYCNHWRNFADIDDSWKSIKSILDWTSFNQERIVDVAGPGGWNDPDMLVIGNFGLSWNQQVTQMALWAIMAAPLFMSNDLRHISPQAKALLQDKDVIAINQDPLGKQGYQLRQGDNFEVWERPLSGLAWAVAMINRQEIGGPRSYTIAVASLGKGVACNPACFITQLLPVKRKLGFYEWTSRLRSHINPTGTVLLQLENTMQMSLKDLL
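Inhibition or activation of alpha-galactosidase in human spleen homogenate is scored by 4-MU fluorescence after 40 min at 37C, pH 5.0, with 1 mM substrate. AC50s come from concentration-response fitted to the Hill equation.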
Tau fluor cs = Counterscreen qHTS for Inhibitors of Tau Fibril Formation, Fluorescence Polarization; tau K18 P301L (four-repeat tau fragment) Alexa594 fluorescence, heparin fibrillization; Potency, µM (highest dose often 57.7 µM), for the others: at the highest dose activity change, negative = decrease; 280,000 tested, 0.93% active; AID 1463, 2008; note: % is set by controls: 0 for no effect and ±100 for the full control effect; nearly all actives have a fitted effect of over 55% in size
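Human K18 P301L tau (15 uM unlabeled plus 0.24 uM Alexa 594-labeled, final) in 100 mM sodium acetate pH 7 was mixed with compound and 20 uM heparin and incubated 6 hr at 37 C.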
NPSR antagonist = qHTS Assay for Antagonists of the Neuropeptide S Receptor: cAMP Signal Transduction; Q6W5P4; CHO-NPSR cells, cAMP TR-FRET, antagonist mode; Potency, µM (top dose mostly 38.3 µM), inactives show at the highest dose activity change, negative = inhibition, actives largely listed as inhibitors; 220,000 tested, 1% active; AID 1461, 2008; note: % is set by controls: 0 for no effect and ±100 for the full control effect; nearly all actives have a fitted effect of over 50% in size; many of its hits are not listed in these tables
GAA inh = qHTS Assay for Inhibitors of Human alpha-Glucosidase as a Potential Chaperone Treatment of Pompe Disease. Lysosomal alpha-glucosidase (Homo sapiens), P10253. purified human GAA, 4-MU-alpha-glucoside fluorescence. Potency, µM (series often up to 76.9 µM), inactives show at the top dose activity change, negative = inhibition, hits mostly inhibitors. 200,000 tested, 0.005% active. AID 1466, 2008;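 note: plate controls were uninhibited enzyme wells for no effect and no-enzyme background for full effect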
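Endpoint fluorogenic read: 20 min room-temperature reaction of 4 nM human alpha-glucosidase with 400 uM 4-methylumbelliferyl-alpha-D-pyranoside, pH 5.0, quenched with 1M NaOH/1M glycine pH 10. AC50 from Hill modeling.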
ALDH1A1 block = qHTS Assay for Inhibitors of Aldehyde Dehydrogenase 1 (ALDH1A1); Aldehyde dehydrogenase 1A1 (Homo sapiens), P00352; Purified ALDH1A1, NADH fluorescence, propionaldehyde substrate; Potency, µM (top dose mostly 75.3 µM), for inactives: top-dose activity, negative = inhibition, usual class: inhibitors; 220,000 tested, 7.3% active; active = well fitted inhibition curve with a large enough effect, not every such curve was filed as active; inconclusive = small, poorly fitted or top-dose-only effect, or another doubt; inactive = no such curve, though single readings can be large or run the other way;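 note: plate controls were no enzyme wells and a reference inhibitor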
Target sequence (P00352 whole entry, looked up): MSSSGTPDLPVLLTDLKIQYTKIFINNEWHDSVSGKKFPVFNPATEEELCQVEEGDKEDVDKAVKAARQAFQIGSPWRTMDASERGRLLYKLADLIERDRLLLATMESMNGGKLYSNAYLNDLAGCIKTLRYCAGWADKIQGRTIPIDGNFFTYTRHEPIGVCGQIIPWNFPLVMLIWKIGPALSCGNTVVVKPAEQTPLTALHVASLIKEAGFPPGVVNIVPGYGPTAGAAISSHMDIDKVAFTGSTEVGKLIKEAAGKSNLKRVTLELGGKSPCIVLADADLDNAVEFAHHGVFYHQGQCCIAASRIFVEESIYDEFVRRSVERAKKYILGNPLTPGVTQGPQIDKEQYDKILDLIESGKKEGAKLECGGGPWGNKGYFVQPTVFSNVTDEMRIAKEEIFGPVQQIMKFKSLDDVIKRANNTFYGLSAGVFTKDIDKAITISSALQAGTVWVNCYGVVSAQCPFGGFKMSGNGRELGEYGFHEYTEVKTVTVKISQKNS
GAA spleen mod = qHTS Assay for Inhibitors and Activators of Human alpha-Glucosidase From Spleen Homogenate; AID 2112, 2009; Potency, µM (doses to about 79.9 µM), for inactives: at the top dose activity change, negative = inhibition, most hits filed as inhibitors; 240,000 tested, 0.006% active; human spleen homogenate, 4-MU-alpha-glucoside fluorescence;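 note: 0% = enzyme with vehicle and -100% = no enzyme basal signal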
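Human spleen homogenate (1 ug) incubated with compounds and 1 mM 4-methylumbelliferyl-alpha-D-glucopyranoside in pH 5.0 citrate/phosphate buffer, 37 C, 40 min. Stopped at pH 10; 4-MU fluorescence (Ex 365/Em 440 nm); AC50 by Hill fit.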
Epigenetic derep = Quantitative High-Throughput Screen for Regulators of Epigenetic Control. murine LDR cells, GFP reporter derepression, 30 h. Potency, µM (top dose mostly 53.9 µM), for inactives: top-dose GFP activation, usual class: activators. 280,000 tested, 0.2% active; note: % of control where 0% means no effect; nearly all actives have a fitted effect of over 60% in size
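GFP-positive cell count by laser-scanning cytometry (objects 20–120 um) after 30 h, 37 C compound exposure of murine LDR cells; reporter is CMV-GFP integrated at a silenced locus, inducible by HDAC or DNMT inhibitors.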
The depositor's hits bear a star; ? = inconclusive; . = no result given; & = joins results of further samples; [ ] = another dose, or the depositor's remark. Unless noted, calls come from the whole dose curve; as a rule, active = well fitted curve in the direction sought with a large enough effect; inconclusive = small, poorly fitted or top-dose-only effect, or another doubt; inactive = no such curve, though single readings can be large; an effect the other way counts as inactive or inconclusive. Potency is the fitted concentration of half-maximal effect. These rows are one share of the data, so the mix of outcomes need not match the whole.

Compound | GAA glycogen mod | GLA spleen mod | Tau fluor cs | NPSR antagonist | GAA inh | ALDH1A1 block | GAA spleen mod | Epigenetic derep
Cc1ccc(N)cc1-n1c(C)ccc1C | 1.2% | -3.7% | -20.7% | -3.6%[46.1 µM] | -7.4% | ? | -3.5% | 1.0%
Cc1c(C(=O)Nc2ccc(OC(F)(F)F)cc2)sc2nc3n(c(=O)c12)CCC3 | 0.6% | -3.0% | -19.7% | -7.2%[46.1 µM] | -2.9% | -5.1% | -13.9% | -4.0%
CN(C)c1ccc(C(=O)Nc2ccc(O)c3c(=O)cc(-c4ccccc4Cl)oc23)cc1 | -3.8% | 5.9%&-2.2% | -17.9% | -11.7% | . | . | 2.4%&-0.8% | 0.0%
CSc1ccccc1NC(=O)c1cc(C2CC2)on1 | 2.3% | -0.5% | -9.7% | ? | -5.4% | ? | -9.3% | 0.9%
COc1ccc(S(=O)(=O)Nc2ccccc2C(=O)OC2CCCN(C)C2)cc1OC (configuration not stated) | -0.7% | -4.0% | -7.6% | -5.5%[46.1 µM] | -8.5% | 7.4% | -10.4% | -0.1%
COC(=O)C/C=C/[C@@H](C)[C@@H](/C=N/OC[C@H]1O[C@H](c2ccccc2)C=C[C@@H]1Oc1ccc(OC)cc1)NS(=O)(=O)c1ccc(C)cc1 | -12.4% | -5.9% | -16.1% | -41.4% | 1.7%[15.4 µM] | ? | -2.9% | 1.1%
CSc1ccccc1NC(=O)CN(Cc1ccc(Cl)cc1)S(C)(=O)=O | -3.4% | 6.2% | -21.0% | -25.6%[46.1 µM] | -10.8% | 3.7% | 3.3% | -1.3%
COc1ccc(N2CCN(C(C)=C3C(=O)c4ccccc4C3=O)CC2)cc1 | 0.1% | -6.6% | 18.9% | 5.0% | 8.2% | 2.5% | -0.8% | 3.5%
O=S(=O)(Cc1ccccc1)N1CCC(N2CCN(c3ccccc3)CC2)CC1 | -8.5% | -3.5% | 3.9% | -8.0%[46.1 µM] | -2.8% | ? | -3.4% | -3.6%
CCCCOc1ccc(/C=C/C(=O)OCC(=O)c2c(N)n(C)c(=O)n(C)c2=O)cc1OCC | 5.5% | 1.6% | -20.5% | -21.6% | ? | ? | 3.5% | 9.3%

Record cards, as listed above:
Results for CSc1ccccc1NC(=O)c1cc(C2CC2)on1 = GAA glycogen mod: 2.3%; GLA spleen mod: -0.5%; Tau fluor cs: -9.7%; NPSR antagonist: ?; GAA inh: -5.4%; ALDH1A1 block: ?; GAA spleen mod: -9.3%; Epigenetic derep: 0.9%
Results for CN(C)c1ccc(C(=O)Nc2ccc(O)c3c(=O)cc(-c4ccccc4Cl)oc23)cc1 = GAA glycogen mod: -3.8%; GLA spleen mod: 5.9%&-2.2%; Tau fluor cs: -17.9%; NPSR antagonist: -11.7%; GAA inh: .; ALDH1A1 block: .; GAA spleen mod: 2.4%&-0.8%; Epigenetic derep: 0.0%
Results for COc1ccc(N2CCN(C(C)=C3C(=O)c4ccccc4C3=O)CC2)cc1 = GAA glycogen mod: 0.1%; GLA spleen mod: -6.6%; Tau fluor cs: 18.9%; NPSR antagonist: 5.0%; GAA inh: 8.2%; ALDH1A1 block: 2.5%; GAA spleen mod: -0.8%; Epigenetic derep: 3.5%

The listing continues.
Compound | GAA glycogen mod | GLA spleen mod | Tau fluor cs | NPSR antagonist | GAA inh | ALDH1A1 block | GAA spleen mod | Epigenetic derep
CC1(c2ccccc2)NC(=O)N(N)C1=O (configuration not stated) | 9.1% | 5.6% | 0.5% | -1.2% | -3.6% | ? | 0.5% | 3.1%
Cc1nc(C)n(CC(=O)N2CCCC(C(=O)c3ccc(Cl)cc3C)C2)n1 (configuration not stated) | -2.6% | -9.5% | -1.4% | -3.5% | . | 3.6% | 4.3% | -0.1%
COc1ccc(S(=O)(=O)NCC2CCCN(C(=O)c3ccccc3)C2)cc1 (configuration not stated) | -3.8% | -7.4% | -5.4% | -3.3% | -1.5% | 0.199µM* | 0.5% | -2.6%
Cc1ccc(-c2cc(C(=O)Nc3sc4c(c3C(=O)NCc3ccco3)CCC4)[nH]n2)c(O)c1 | 7.5% | -1.2% | -23.2% | 21.3% | 3.7% | ? | -3.4% | -4.3%
O=C(NCc1ccco1)C1CCN(C(=O)c2cc3sccc3n2Cc2ccc(F)cc2)CC1 | -7.5% | -1.7% | -8.3% | ? | 0.4% | 4.47µM* | 4.2% | -1.1%
O=C(CN1CCOCCOCCOCC1)Nc1ccccc1 | 6.7% | 3.1% | -6.2% | -1.3%[46.1 µM] | 1.0% | ? | 5.1% | 0.1%
O=C(NCc1ccc(S(=O)(=O)NC2CCCCC2)s1)c1ccccc1 | 2.2% | -0.6% | -20.2% | 33.6% | -0.7% | -12.5% | 0.7% | 5.1%
COc1ccc(C(=O)Nc2nc(C)cc(C)n2)cc1[N+](=O)[O-] | 6.6% | -4.2% | 9.6% | 7.9% | -6.5% | -2.0% | 2.3% | -0.3%
COc1ccc(Cn2nnnc2C(c2ccc(N(C)C)cc2)N2CCC(C)CC2)cc1 (configuration not stated) | ? | 0.1% | ? | ? | -10.9% | 25.1µM* | -8.5% | 3.8%
Cc1cccc(OCC(=O)Nc2ccc3c(c2)nc(CN2CCCCC2)n3C)c1 | -2.8% | 4.0% | -6.7%&-8.2% | 8.8% | . | . | 7.9% | -1.0%&-1.9%
Cc1ccc2nc(N3CCN(Cc4nnnn4C4CCCC4)CC3)c(C#N)cc2c1 | -4.9% | 1.8% | -19.0% | -18.8%[46.1 µM] | -0.7% | ? | 4.6% | -1.2%
O=C(O)Cc1ccc(NC(=O)C2CCCCC2C(=O)O)cc1 (configuration not stated) | -2.5% | 1.1% | -7.9% | -14.0%[46.1 µM] | 2.4% | 7.2% | -1.7% | -2.2%
Cn1cc(Br)cc2nc(C(F)(F)F)nc1-2 | -5.4% | -1.3% | 4.8% | 9.8%[46.1 µM] | 4.8% | 11.0% | 3.0% | 0.0%
COc1ccc(NC2CC(=O)N(CCc3ccccc3)C2=O)cc1 (configuration not stated) | -17.6% | 5.9% | -24.8% | 6.9%[46.1 µM] | -3.9% | -12.6% | 4.5% | 3.5%
Cc1ccc(CSc2nc3nc(C)cc(C)c3c(=O)[nH]2)cc1 | 2.6% | 2.0% | 9.4% | -0.4% | -3.6% | -5.3% | -2.3% | -3.2%
CC(=O)N1N=C(c2ccc(C)o2)CC1c1cccc(F)c1 (configuration not stated) | 2.1% | -5.3% | 1.7% | -1.5% | 6.4% | 14.1µM* | 0.5% | 1.6%
S=C(NCCc1ccccn1)Nc1ccc(Cl)cc1 | -2.9% | 1.7% | -20.5% | 9.4% | 3.3% | -3.0% | 2.1% | -3.2%
CCC1CCc2c(sc(NC(C)=O)c2C#N)C1 (configuration not stated) | -4.7% | -0.6% | 2.3% | 14.5% | -0.8% | -5.1% | 3.7% | -1.3%
O=C(O)CCCNC(=O)/C(=C\C=C\c1ccccc1)NC(=O)c1ccccc1Cl | ? | 5.6% | 14.1%[2.34 µM] | -13.2% | 8.0% | ? | 5.9% | 2.3%
CCOC(=O)Cc1csc(NC(=O)c2c(O)c3ccccc3n(CC(C)C)c2=O)n1 | -6.0% | -1.6% | -21.2% | ? | -0.7% | -4.0% | -11.2% | -5.8%
CC(=O)c1c(C)nc2ccccc2c1N | 3.3% | -1.0% | 7.5% | 6.5%[46.1 µM] | -2.6% | -2.1% | -4.5% | 0.0%
COc1ccc(NC(=O)c2cnc(C)cn2)c2ncccc12 | 5.5% | -2.8% | 3.6% | 0.7%[46.1 µM] | -2.6% | -5.0% | -3.6% | 11.7%
CN(C(=O)c1ccc2c(c1)C(=O)N(CCC1=CCCCC1)C2=O)C1CCCCC1 | 7.2% | 4.6% | -19.8% | ? | ? | 0.794µM* | 4.1% | 3.7%
Cc1noc(C)c1COC(=O)/C=C/c1ccccc1Cl | 2.8% | -17.2% | -13.0% | -20.5% | -14.2% | -1.4% | 1.9% | -0.1%
CCN(CC)C(=S)NC(=O)c1ccc(F)cc1 | 7.1% | -5.8% | 9.1% | -2.4% | 8.0% | -6.2% | 1.4% | -2.0%
CCCCCC(=O)N1CC2(CC(c3cccc(NC(=O)COc4ccc(Cl)cc4)c3)=NO2)C[C@@H]1C(N)=O (some centres not stated) | 2.0% | 4.3% | -11.0% | -15.3% | . | . | -11.6% | 6.2%
CC1(C)CC(=O)C(Br)=C(O)C1 | 9.9% | 0.4% | -15.6% | 17.9% | -1.7% | ? | 5.3% | 1.1%
CCC(CC)C(=O)N(c1ccc(F)cc1)C1C=CS(=O)(=O)C1 (configuration not stated) | -0.5% | 6.8% | -13.2% | 0.3%[46.1 µM] | -0.3% | 1.4% | -18.6% | -0.4%
CCn1c(SCC(=O)Nc2nc3ccc(C)cc3s2)nc2c(c1=O)SC(C)C2 (configuration not stated) | 3.7% | -1.2% | -25.5% | ? | ? | ? | -7.2% | -1.6%
CC(C)c1ccc(/C=C/C(=O)O)cc1 | 6.3% | -3.1% | 2.7% | -9.5% | -2.8%[15.4 µM] | . | 9.5% | 3.1%
O=c1cc(O)nc[nH]1 | 7.4% | 1.8% | 0.8% | 8.8% | . | . | 5.8% | 2.1%
CSc1ccc(Cl)c(C(=O)NCCOc2cc(C)ccc2C(C)C)c1 | -5.4% | -3.4% | -13.3% | -5.7%[46.1 µM] | -1.0% | 2.7% | -2.3% | -1.2%
CCc1ccc(NC(=O)CSc2ccccn2)cc1 | 5.7% | 11.1% | -5.5% | -2.3% | 2.6% | ? | . | -2.2%
COc1cc(/C=N/NC(=O)C(C)n2nnc3ccccc32)ccc1O (configuration not stated) | ? | 9.6% | -14.5% | -0.8%[46.1 µM] | -5.8% | ? | -4.7% | -2.6%
Cn1c(SCC(N)=O)nnc1C1CCN(S(=O)(=O)c2ccccc2C(F)(F)F)CC1 | 6.5% | 4.6% | 1.9% | -4.2%[46.1 µM] | 0.6% | ? | 4.3% | 3.6%

High-throughput results: PubChem BioAssay, National Center for Advancing Translational Sciences (NCATS)
